Source: PubChem (National Center for Advancing Translational Sciences (NCATS))
Cycloheximide cs: affects cycloheximide protein synthesis inhibition readout, counter-screen. cell reporter, cycloheximide protein synthesis inhibition counterscreen. 300,000 tested, 12% active. max response, %; in the data active = max response mostly above about 13%, no sharp cut-off; inactive = mostly below about 14%; note: read at 38.3 µM for the half of the compounds with a filed dose; 0% is about no effect
Shiga toxin inh: inhibitors of Shiga toxin in Vero cells; 290,000 tested, 9.2% active; Vero cells, Shiga toxin protein synthesis inhibition reporter; AID 2315; inhibition, % at 38.7 µM; in the data active = inhibition mostly above about 28%, no sharp cut-off; inactive = mostly below about 43%; note: 0% is about no effect
Giardia FBPA inh: blocks Giardia fructose-bisphosphate aldolase activity; Potency, µM (titrated, usually from 59.6 µM), for the others: at the highest dose activity, negative = inhibition, actives largely listed as inhibitors; 290,000 tested, 0.71% active; A8B2U2; purified Giardia FBPA; note: potency is the fitted concentration of half-maximal effect; % is set by controls: 0 for no effect and ±100 for the full control effect; nearly all actives have a fitted effect of over 55% in size
Target sequence (A8B2U2 whole entry, looked up): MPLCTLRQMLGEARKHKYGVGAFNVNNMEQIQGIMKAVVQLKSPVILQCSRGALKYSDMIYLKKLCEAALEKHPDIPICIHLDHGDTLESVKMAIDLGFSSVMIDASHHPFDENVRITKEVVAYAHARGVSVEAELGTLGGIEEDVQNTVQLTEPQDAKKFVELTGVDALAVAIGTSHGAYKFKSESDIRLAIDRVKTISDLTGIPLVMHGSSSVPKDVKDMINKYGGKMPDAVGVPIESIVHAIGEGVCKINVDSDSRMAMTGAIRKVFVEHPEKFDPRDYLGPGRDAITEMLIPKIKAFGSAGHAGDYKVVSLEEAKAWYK
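40 nM FBPA preincubated 10 min at RT with compound (up to 57.5 uM final), then substrate plus GAPDH/TPI/NAD/arsenate coupling and diaphorase/resazurin added. Fluorescence read after 20 min at RT, 525/598 nm.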
Pf growth 48h: inhibits P. falciparum growth in the first generation, 48 h | P. falciparum luciferase growth in erythrocytes, 48 h | Potency, µM (highest dose often 28.7 µM), inactives show at the highest dose activity change, negative = inhibition, hits mostly inhibitors | 310,000 tested, 5.9% active; note: potency is the fitted concentration of half-maximal effect; % is set by controls: 0 for no effect and ±100 for the full control effect
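Luciferase-expressing parasites in RBCs, 2% Hct / 0.1% parasitemia final; RPMI 1640 + 0.5% Albumax; 37 C, 5% CO2, one generation; luminescence read-out, lower signal = inhibition.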
Sm TGR block: blocks Schistosoma mansoni thioredoxin glutathione reductase | Q962Y6 | purified TGR, DTNB reduction, TNB absorbance 405 nm | Potency, µM (titrated, usually from 114 µM), for the others: at the highest dose activity change, negative = inhibition, hits mostly inhibitors | 360,000 tested, 3% active | AID 485364; note: potency is the fitted concentration of half-maximal effect; % is set by controls: 0 for no effect and ±100 for the full control effect; nearly all actives have a fitted effect of over 60% in size
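Kinetic colorimetric format: TGR-catalysed, NADPH-driven DTNB reduction monitored via TNB absorbance. Enzyme dispensed at 20 nM; compound exposure 15 min at room temperature before reaction start.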
Pf growth 96h: inhibits malaria parasite growth, 96 h. P. falciparum luciferase reporter growth, 96 h. Potency, µM (top dose mostly 28.7 µM), for inactives: top-dose activity change, negative = inhibition, hits mostly inhibitors. 320,000 tested, 6.9% active; note: potency is the fitted concentration of half-maximal effect; % is set by controls: 0 for no effect and ±100 for the full control effect
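Luminescence readout: decreased luciferase signal marks inhibited growth of reporter-expressing P. falciparum in infected red cells (2% hematocrit, 0.05% parasitemia final), exposed to compound two generations (96 h, 37 C, 5% CO2).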
The depositor's hits bear a star; ? = inconclusive; · = not tested or not shown; & = joins results of further samples; [ ] = dose if it differs, or a comment. Unless noted, calls come from the whole dose curve; as a rule, active = well fitted curve in the direction sought with a large enough effect; inconclusive = small, poorly fitted or top-dose-only effect, or another doubt; inactive = no such curve, though single readings can be large; an effect the other way counts as inactive or inconclusive.

SMILES | Cycloheximide cs | Shiga toxin inh | Giardia FBPA inh | Pf growth 48h | Sm TGR block | Pf growth 96h
COc1ccc2c(c1OC)C(=O)N1C2SC[C@H]1C(=O)NC1CCCC1 (stereo partly specified) | -1.9 | 12.3 | 10.6% | 2.8% | -34.1% | 6.8%
O=C(COc1ccc(Cl)cc1)NCCN1CCCCC1 | -1.2 | 14.8 | 4.2% | 12.1% | 1.5% | 18.0%
CC(C)(CO)NC12CC3CC(CC(C3)C1)C2 | -1.5 | 17.1 | 5.6% | 9.1% | -0.4% | 11.9%
C#CCNC(=O)C1=C[C@H](c2csc3ccccc23)C[C@H](OCc2ccc(CO)cc2)O1 | 1.4 | -3.1 | -4.9% | ? | 0.0% | ?
O=C(c1ccc(S(=O)(=O)N2CCOCC2)cc1)N1CCN(c2cccc(Cl)c2)CC1 | -2.2 | -7.0 | -6.1% | -3.9% | 11.6% | ·
CCN(CC)S(=O)(=O)c1cccc(C(=O)Nc2nnc(C)s2)c1 | 18.5 | -7.6 | 10.6% | 29.5% | 7.4%[57.1 µM] | 308.3%[activator]
NS(=O)(=O)c1ccc(N=Cc2c(O)n(C3CCCCC3)c(=O)n(C3CCCCC3)c2=O)cc1 | 1.7 | -10.1 | -6.0% | -23.8% | 16.2% | -18.2%
C#CCN(CC=C)C(=O)CCc1nnc(COc2ccccc2)o1 | 41.7* | 59.0* | 5.1% | 10.2% | -0.2%[57.1 µM] | 1.2%
CCN1CCN(CCNC(=O)C2CCCN(Cc3nc(-c4cccc(Cl)c4)oc3C)C2)CC1 (stereo unspecified) | -4.5 | -11.0 | 7.7% | · | -1.3% | -23.2%
CC(Sc1nc2ncc(Cl)cc2[nH]1)C(=O)Nc1ccc(C(N)=O)cc1 (stereo unspecified) | · | · | · | ? | -0.1% | -25.0%
COc1ccc2c(c1)nc(SCC(C)O)n2C (stereo unspecified) | 11.8* | 20.4 | 0.9% | 11.1% | -10.5% | 0.0%
COc1ccc(N2C(=O)CC(NNC(=O)c3ccc(Br)s3)C2=O)cc1 (stereo unspecified) | 1.4 | 7.8 | 3.0% | 10.5% | 9.1% | -32.6%[5.75 µM]
CSCC[C@H](NC(=O)OC(C)(C)C)c1nnc(SCc2ccccc2)o1 | -0.7 | 22.7 | -2.7% | 6.57µM* | -3.0% | -13.3%
CCOC(=O)c1c(S(=O)(=O)NCCc2cccs2)c(C)n(C)c1C | 11.7 | -3.7 | · | ? | -15.8% | ?
COc1ccc(C(=O)NC(C)c2nnc(SCC(=O)Nc3nc(C)cs3)n2C)cc1 (stereo unspecified) | -2.6 | -5.8 | 0.5% | 5.7% | -6.1% | ·
Oc1ccc2c(c1)c1c3n2CCNC3CCC1 (stereo unspecified) | -4.2 | -3.5 | -14.7% | ? | -20.4% | 10.9%
O=C(Nc1nc(-c2ccc(F)c(F)c2)cs1)c1ccc(OCC2CCCO2)cc1 (stereo unspecified) | 2.2 | 24.7 | 16.6% | -13.3% | -14.4% | -23.9%
COc1ccc2c(c1)sc1nc(=O)ccn12 | -2.2 | · | 2.2% | 42.2%[activator] | 3.6% | ?
O=C(Nc1cc2c3c(c1)CC(=O)N3CCC2)c1ccccc1F | · | · | · | 14.7% | 16.7% | -13.0%
O=Cc1ccc(N2CCCC2)o1 | -1.6 | 8.5 | 2.3% | 15.4% | 2.0% | 17.1%
COc1ccc(OC)c(NC(=S)N2CCN(Cc3ccccc3)CC2)c1 | 1.1 | -8.1 | -6.6% | -1.3% | 3.2% | 18.1%
CC(NC(=O)/C(C#N)=C/c1ccc(N2CCOCC2)cc1)c1ccccc1 (stereo unspecified) | 3.5 | -11.2 | 0.2% | -57.5% | -1.0% | ?
O=C(NC1CCCN(Cc2ccccc2F)C1)c1cccs1 (stereo unspecified) | -0.8 | -9.0 | · | -6.7% | -6.3% | 7.4%
Cc1cccc(NC(=O)CC(=O)Nc2cccc(C)c2)c1 | -1.5 | -3.3 | 13.7% | · | -2.2% | 7.3%
CSCC(C)N1CCC(Oc2cccc(C(=O)NCc3ccccn3)c2)CC1 (stereo unspecified) | 5.2 | 1.3 | -9.8% | 36.6%[activator] | -27.0% | -9.8%

Retrieved by structure from the list above, 3 records:
SMILES | Cycloheximide cs | Shiga toxin inh | Giardia FBPA inh | Pf growth 48h | Sm TGR block | Pf growth 96h
COc1ccc(N2C(=O)CC(NNC(=O)c3ccc(Br)s3)C2=O)cc1 (stereo unspecified) | 1.4 | 7.8 | 3.0% | 10.5% | 9.1% | -32.6%[5.75 µM]
CC(NC(=O)/C(C#N)=C/c1ccc(N2CCOCC2)cc1)c1ccccc1 (stereo unspecified) | 3.5 | -11.2 | 0.2% | -57.5% | -1.0% | ?
CC(C)(CO)NC12CC3CC(CC(C3)C1)C2 | -1.5 | 17.1 | 5.6% | 9.1% | -0.4% | 11.9%

(more compounds)
SMILES | Cycloheximide cs | Shiga toxin inh | Giardia FBPA inh | Pf growth 48h | Sm TGR block | Pf growth 96h
N/N=C/C(=N\Nc1ccc(Cl)cc1)C(=O)c1ccncc1 | 1.0 | -2.7 | 1.9% | ? | 1.2% | ?
CC1CCCCN1C(=O)C1COc2ccccc2O1 (stereo unspecified) | 20.5 | -3.1 | 15.3% | -7.3% | -15.0% | 7.4%
CC(=Nc1ccccc1O)c1sc2ccccc2c1O | 32.6* | 67.4* | -11.6% | ? | 0.3% | 14.7µM*
Cc1cccn2c(=O)nc(SCC(=O)c3ccc(Cl)cc3)nc12 | · | · | · | ? | 0.2% | 13.6%
CN1CCN(CC(=O)Nc2nc3ccccc3s2)CC1 | 17.5* | 25.7 | ? | 29.6% | 12.8% | 0.0%
COc1cc2nc(/C=C/c3ccc(N(C)C)cc3)sc2cc1SC | -2.2 | 3.2 | 1.2% | ? | -3.7% | ?
CCC(C)NS(=O)(=O)c1ccc(NC(=O)C2CCCO2)cc1 (stereo unspecified) | -1.8 | -4.5 | 2.8% | 6.9% | -34.8% | 21.5%
COc1ccc(OC)c(NC(=O)COC(=O)CCCN2C(=O)c3ccccc3C2=O)c1 | -6.3 | -4.9 | 0.7% | 4.8% | 1.8% | 18.3%
CCOC(=O)C1CCN(c2cc3c(cc2NC(=O)c2ccccc2Cl)n(C)c(=O)n3C)CC1 | -0.8 | -6.8 | · | -16.8% | -5.3%&-1.5% | ?
CC(C)C(NC(=O)c1cccnc1)C(=O)O (stereo unspecified) | -2.2 | -2.2 | 2.2% | 2.9% | 2.8% | 6.5%
Clc1cccc(Cl)c1/C=C/c1ccn[nH]1 | 35.3* | 66.8* | 11.5% | 8.9% | 17.5% | 9.5%
Cc1cccc(C)c1NC(=O)C1=C(O)c2ccccc2N(C)S1(=O)=O | 2.3 | -2.1 | 10.7% | ? | 3.0% | -10.7%
CSc1nnc(-c2ccccc2)o1 | -3.4 | 47.9 | 0.6% | 42.3%[activator] | -1.1% | 10.1%
Cc1ccccc1NC(=O)Cn1nc(C)c2ccccc2c1=O | -1.3 | -12.7 | 7.9% | -26.6% | 12.2% | 1.9%
COc1ccc(Oc2cc(C)c3ccccc3n2)cc1 | 34.1 | 69.1* | -1.7% | 18.6% | -25.1% | ?
Cc1ccnc(N2C(=O)c3ccccc3C2Nc2ccc3c(c2)OCCO3)c1 (stereo unspecified) | 42.1* | 161.7* | -8.1% | · | 0.0% | ?
OC(CNc1nc2ccccc2s1)c1ccccc1 (stereo unspecified) | 22.4 | 48.9 | -0.9% | 13.1µM* | 0.7% | -29.1%
CCN(CC)N=Nc1ccc(S(N)(=O)=O)cc1 | 14.6 | 20.5 | 6.3% | -16.5% | 5.0% | 16.3%
Cc1cc(C)c2sc(C)[n+](CCCS(=O)(=O)[O-])c2c1 | -0.7 | -24.4 | 0.1% | 55.9%[activator] | 1.8%[57.1 µM] | 16.2%
CCc1n[nH]c(=S)n1/N=C/c1ccc(NC(C)=O)cc1 | -2.4 | 19.8 | -19.2% | 0.0% | 7.9% | 11.4%
O=C(CS(=O)(=O)c1ccc2ccccc2c1)N1CCCCCC1 | 44.3* | 51.4* | 5.9% | -5.5% | 2.4% | ?
O=C(COC(=O)c1cccc2ccccc12)Nc1cccnc1Cl | 22.7 | 2.6 | 0.0% | 28.6% | 5.2% | 49.4%[activator]
O=C(NCc1ccc2c(c1)OCO2)c1cc(-n2cnnc2)ccc1Cl | -2.1 | -3.5 | 3.7% | 0.8% | -0.5% | ·
CCOc1ccccc1-c1nc2c(C(C)(C)C)nn(C)c2c(=O)[nH]1 | -2.9 | -13.7 | 0.7% | 19.0% | -2.3%[57.1 µM] | 13.8%
Cc1ccccc1C(=O)NC(C)C(c1cccs1)N1CCOCC1 (stereo unspecified) | -1.7 | 9.5 | 3.5% | -3.2% | 6.0% | 2.8%

Complete entries as entered above. Values in the order: Cycloheximide cs	Shiga toxin inh	Giardia FBPA inh	Pf growth 48h	Sm TGR block	Pf growth 96h
Results for Cc1cccc(C)c1NC(=O)C1=C(O)c2ccccc2N(C)S1(=O)=O = 2.3	-2.1	10.7%	?	3.0%	-10.7%
Results for CSc1nnc(-c2ccccc2)o1 = -3.4	47.9	0.6%	42.3%[activator]	-1.1%	10.1%

Next part
SMILES | Cycloheximide cs | Shiga toxin inh | Giardia FBPA inh | Pf growth 48h | Sm TGR block | Pf growth 96h
Cc1ccc(N(C(=O)C(F)(F)F)C(C(=O)NC2CCCCC2)c2ccncc2)cc1C (stereo unspecified) | -3.7 | -11.0 | 0.6% | -9.4% | -5.2% | ?
O=C(Nc1ccccc1N1CCOCC1)c1ccc2nc[nH]c2c1 | 1.1 | 5.6 | 2.4% | 11.9% | -0.9% | 4.5%
CCCC(c1nnnn1Cc1ccc(OC)cc1)N1CCN(c2ccccc2OC)CC1 (stereo unspecified) | -3.9 | 9.1 | -22.9% | 10.4µM* | -9.7% | ·
O=C1CC(N2CCC(c3nc4ccccc4o3)CC2)C(=O)N1Cc1cccs1 (stereo unspecified) | -2.2 | 22.7 | -3.0% | 0.0% | 50.1µM* | -1.1%
CC(=O)c1ccc(NC(=S)N2CCCCCC2)cc1 | 21.2* | 66.9* | -3.2% | 95.2%[activator] | -8.3% | 3.2%
O=C(Nc1nc2c(s1)CCCC2)c1nn(Cc2ccccc2)c(=O)c2ccccc12 | -2.2 | 10.3 | 7.6% | ? | 5.8% | ?
COc1ccc(CCNS(=O)(=O)c2ccc3c(c2)CC(C)N3C(C)=O)cc1OC (stereo unspecified) | 0.2 | -8.0 | 5.6% | -2.8% | 0.4% | ?
CC12CC3CC(C)(C1)CC(NCc1ccncc1)(C3)C2 | -8.8 | -20.9 | -1.6% | -4.3% | -3.4% | ?
Cn1c(CCCOc2ccc(Cl)cc2Cl)nnc1SCC(=O)Nc1ccc(F)c(Cl)c1 | 10.6 | -11.0 | -4.0% | -2.1% | -21.6% | -14.0%
COC(=O)C1(CC2CC(c3ccc(Cl)cc3)=NO2)CCN(C(=O)OC(C)(C)C)CC1 (stereo unspecified) | · | · | · | ? | -14.4% | ?
CCc1nnc(NC(=O)CCC(=O)Nc2ccc(OC)cc2OC)s1 | -2.1 | 19.8 | -3.2% | -3.7% | -15.9% | 73.4%[activator]
Cc1c(C)c2c(OCC(=O)Nc3cccnc3)cc3c(c2oc1=O)CCC(C)(C)O3 | -2.1 | -7.4 | 5.6% | ? | -4.1% | 4.15µM*
O=C(c1ccc(OC2CCN(CCc3ccccc3)CC2)cc1)N1CCCC(CO)C1 (stereo unspecified) | 0.7 | 12.6 | 1.7% | ? | 3.6% | ?
COc1ccc(-c2ccnc3ncnn23)cc1 | 9.3 | 16.3 | 5.9% | 3.5% | 0.9% | 10.9%
CN(CC(=O)NNC(=O)CNC(=O)c1cccs1)S(=O)(=O)c1ccc(Cl)cc1 | · | · | · | 3.2% | -11.5% | 13.8%
O=C(CN1CCOCC1)NN=C1CCCCCCCCCCC1 | 1.1 | -2.0 | -0.2% | 10.7% | 2.3% | -15.0%
